# Compound activity (PubChem)
# Pol kappa inh: inhibitors of human DNA polymerase kappa. Q9UBT6. purified Pol kappa, fluorescent DNA synthesis assay, 10 min. Potency, µM (highest dose often 107 µM), for the others: at the top dose activity, negative = inhibition, hits mostly inhibitors. 400,000 compounds, 0.53% hits; note: potency is the fitted concentration of half-maximal effect; % is set by controls: 0 for no effect and ±100 for the full control effect
#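 50 nM final substrate added after 15 min RT preincubation of 10 nM Pol kappa with compound; fluorescence read at 0 and 10 min.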
# LDHA block: inhibitors of human lactate dehydrogenase A. AID 1347041. 480,000 compounds, 0.15% hits. activity change, % (values are at about 110 or 230 µM). purified LDHA, NADH/diaphorase-resazurin fluorescence; active compounds read low; in the data active = activity change below about -30%; inconclusive = mostly about -25% to -30%;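 note: plate controls were DMSO wells for no effect and wells without enzyme for full effect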
#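 Enzyme activity of human lactate dehydrogenase 5 (2 nM; 0.06 mM NADH, 0.2 mM pyruvate, 5 min, RT) is measured via a resazurin/diaphorase fluorescence readout of residual NADH.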
# Pol eta inh: DNA polymerase eta (human) inhibition. recombinant Pol eta, fluorescent DNA replication assay. Potency, µM (doses to about 114 µM), for inactives: at the highest dose activity change, negative = inhibition, actives largely listed as inhibitors. 390,000 compounds, 1.2% hits. AID 588591; note: potency is the fitted concentration of half-maximal effect; % is set by controls: 0 for no effect and ±100 for the full control effect
# Target sequence (Q9Y253 whole entry, looked up): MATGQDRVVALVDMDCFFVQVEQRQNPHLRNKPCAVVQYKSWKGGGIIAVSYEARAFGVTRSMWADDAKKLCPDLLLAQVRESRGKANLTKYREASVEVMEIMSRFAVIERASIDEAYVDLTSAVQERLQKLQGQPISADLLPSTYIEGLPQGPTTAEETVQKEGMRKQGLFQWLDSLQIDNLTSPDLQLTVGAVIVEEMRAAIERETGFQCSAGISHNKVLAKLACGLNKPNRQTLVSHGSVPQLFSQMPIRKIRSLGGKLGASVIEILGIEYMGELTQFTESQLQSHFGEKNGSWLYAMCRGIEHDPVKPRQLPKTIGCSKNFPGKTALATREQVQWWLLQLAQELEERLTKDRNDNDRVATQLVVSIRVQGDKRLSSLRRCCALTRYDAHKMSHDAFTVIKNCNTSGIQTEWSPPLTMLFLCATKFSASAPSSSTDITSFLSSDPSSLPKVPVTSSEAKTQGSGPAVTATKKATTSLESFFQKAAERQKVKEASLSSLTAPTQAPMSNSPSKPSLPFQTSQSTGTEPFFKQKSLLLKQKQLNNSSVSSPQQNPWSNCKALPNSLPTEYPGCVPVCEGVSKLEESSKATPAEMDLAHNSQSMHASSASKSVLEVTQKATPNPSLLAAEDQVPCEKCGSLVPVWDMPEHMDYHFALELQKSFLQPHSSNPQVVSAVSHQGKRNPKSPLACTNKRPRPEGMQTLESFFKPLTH
#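 Fluorescent replication assay: 50 nM final substrate added after a 15 min room-temperature compound preincubation with 10 nM enzyme. Signal taken at 0 min and again at 10 min.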
# APE1 inh: APE1 (human) endonuclease inhibition | P27695 | recombinant APE1, TAMRA/BHQ-2 abasic DNA cleavage fluorescence | Potency, µM (titrated, usually from 65.8 µM), for the others: at the highest dose activity change, negative = inhibition, usual class: inhibitors | 350,000 compounds, 0.35% hits | AID 2517;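 note: potency is the fitted concentration of half-maximal effect; plate controls were vehicle for no effect and reference inhibitor for full effect; nearly all actives have a fitted effect of over 55% in size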
# Target sequence (P27695 whole entry, looked up): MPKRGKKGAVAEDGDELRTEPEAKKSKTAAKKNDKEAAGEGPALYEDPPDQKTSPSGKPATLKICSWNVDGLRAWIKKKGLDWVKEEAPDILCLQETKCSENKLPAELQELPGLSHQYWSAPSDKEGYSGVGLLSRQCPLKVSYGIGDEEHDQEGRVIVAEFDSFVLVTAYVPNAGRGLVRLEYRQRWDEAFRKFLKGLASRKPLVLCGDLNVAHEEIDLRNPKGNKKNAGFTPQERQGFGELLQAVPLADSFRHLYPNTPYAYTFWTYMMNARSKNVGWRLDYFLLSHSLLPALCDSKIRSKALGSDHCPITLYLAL
#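 Endonuclease cleavage of a quenched abasic-site DNA duplex (50 nM) by APE1 (0.75 nM) was tracked by TAMRA dequenching. Compounds were preincubated with enzyme 15 min at room temperature; data normalized to buffer-only and DMSO wells plus NSC13755 control.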
# POLB inh: blocks human DNA polymerase beta activity; P06746; Pol beta primer extension/strand displacement, fluorescence kinetic; Potency, µM (titrated, usually from 114 µM), for the others: at the top dose activity change, negative = inhibition, usual class: inhibitors; 340,000 compounds, 1.3% hits; note: potency is the fitted concentration of half-maximal effect; % is set by controls: 0 for no effect and ±100 for the full control effect
#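 Human Pol beta at 10 nM; strand-displacement substrate 50 nM final. Compound exposure 15 min at room temperature before start, reaction 10 min at room temperature.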
# Pol iota inh: DNA polymerase iota (human) inhibition. Q9UNA4. 390,000 compounds, 1% hits. Pol iota fluorescent replication assay, 10 min. Potency, µM (top dose mostly 115 µM), inactives show at the highest dose activity, negative = inhibition, hits mostly inhibitors; note: potency is the fitted concentration of half-maximal effect
#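 Fluorescent replication assay read twice, at 0 min and 10 min after adding 50 nM (final) substrate. Enzyme (10 nM) and compounds were first incubated 15 min at room temperature; enzyme-free buffer wells were negative controls.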
# BLM helicase inh: blocks DNA unwinding by human BLM helicase; P54132; recombinant BLM DNA unwinding, fluorescence dequenching; Potency, µM (highest dose often 56.1 µM), for inactives: at the top dose activity change, negative = inhibition, hits mostly inhibitors; 350,000 compounds, 0.2% hits;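 note: potency is the fitted concentration of half-maximal effect; plate controls were vehicle for no effect and no enzyme for full effect; nearly all actives have a fitted effect of over 35% in size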
# Apoferritin bind: candidate novel general anesthetic via apoferritin binding | apoferritin/1-aminoanthracene competitive binding, fluorescence | AID 485281 | 350,000 compounds, 0.074% hits | P02791 | Potency, µM (highest dose often 77.5 µM), without a hit: at the highest dose activity change, negative = displacement, usual class: inhibitors; note: potency is the fitted concentration of half-maximal effect; % is set by controls: 0 for no effect and ±100 for the full control effect; nearly all actives have a fitted effect of over 20% in size
#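 Concentration-response curves derived by four-parameter Hill fitting of normalized fluorescence, where compounds displaced 1-AMA from 10 uM horse apoferritin following a brief 10 min room-temperature incubation; propofol titration acted as positive control.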
# GRP78 ERSR act: induces the endoplasmic reticulum stress response in human glioma cells; 420,000 compounds, 0.02% hits; U87-MG GRP78 promoter luciferase reporter, 16 h; Potency, µM, without a hit: top-dose activation, usual class: activators; note: potency is the fitted concentration of half-maximal effect; series mostly up to about 76 µM; % of control where 0% means no effect; nearly all actives have a fitted effect of over 35% in size
#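 ERSR induction read as luciferase luminescence (Bright-Glo, 10 min at room temperature) in stably transfected human U87-MG glioma cells exposed to compounds for 16 h, using GRP78 as sensor.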
# * marks the source's active call; other numbers are inactive results; ? = inconclusive; · = no result given; & = joins results of further samples; [ ] = another dose, or the depositor's remark. Unless noted, calls come from the whole dose curve; as a rule, active = well fitted curve in the direction sought with a large enough effect; inconclusive = small, poorly fitted or top-dose-only effect, or another doubt; inactive = no such curve, though single readings can be large; an effect the other way counts as inactive or inconclusive. The list is partial. The share of hits here may be higher or lower than overall.
Structure,Pol kappa inh,LDHA block,Pol eta inh,APE1 inh,POLB inh,Pol iota inh,BLM helicase inh,Apoferritin bind,GRP78 ERSR act
NC(=O)c1ccc(-n2nnnc2SCc2ccc(F)cc2)cc1,-12%,-2,-4%,2%,-28%,2%,-2%,3%,-5%
COC(=O)c1ccc(-n2c(C)cc(/C=N/Nc3nc(C)cc(=O)[nH]3)c2C)cc1,6%,0,-10%,-1%,?,-16%,0%,-15%,0%
CC(C)(C)C(=O)C(Cc1ccccc1Cl)n1cncn1 (configuration not stated),-3%,-6,7%,-2%,0%,9%,2%,?,-6%
CCOc1cccc(C2/C(=C(/O)c3ccc4c(c3)CC(C)O4)C(=O)C(=O)N2CCN2CCOCC2)c1 (configuration not stated),4%,1,-9%,11%,-10%,-13%,1%,-6%,0%
COC(=O)[C@@H]1CCCN1Cc1c(C(=O)N2CCOCC2)nc2c(C)cccn12,-11%,-1,-10%,0%,1%,-7%,-6%,-3%,1%
O=C(Nc1cccc(C(=O)N2CCCCC2)c1)C1CCC1,6%,-1,-14%,·,·,4%,·,·,-5%
CCn1c(=O)cc(OCC(=O)N2CCCCCC2)c2ccccc21,-6%,0,-9%,-2%,18%,13%,-3%,-9%,2%
COCC(=O)N(C)C[C@H]1N[C@@](Cc2ccccc2)(C(=O)OC)[C@H]2C(=O)N(C)C(=O)[C@@H]12,11%,4,-9%,41%,·,-6%,·,·,-2%
Cc1ccc(NC(=S)N2CCC(c3ccc(C)cc3)C2)cc1 (configuration not stated),-20%,-6,-16%,-3%,-13%,1%,-4%,-6%,0%
Cc1noc2ncnc(N3CCCC(C(=O)NC(C)C)C3)c12 (configuration not stated),4%,-6,-17%,·,38%,-6%,1%,-3%,-4%
COc1ccc(CC(=O)NCC(c2cccs2)S(=O)(=O)c2ccc(F)c(C)c2)cc1 (configuration not stated),-6%[60.1 µM],9,-15%,·,17%,10%,-3%,0%,1%
COc1ccc(CNC(=O)CCc2nnc3ccc(NCCCN4CCCC4=O)nn23)cc1,-13%,4,-10%,82%[activator],-4%,25%,0%,5%,-6%
O=S(=O)(NCCc1csc(-c2cccnc2)n1)c1ccc(F)cc1,-4%,-4,-9%,38%,1%,30%[activator],0%,-10%,-3%
O=C(c1cc2ccccc2o1)N1CCOCC1,-13%,-8,-2%,-1%,·,5%,·,·,4%
O=C(CSc1n[nH]c(-c2cccnc2)n1)Nc1cccc(Cl)c1,-12%,-7,-22%,-3%,32%,17%,0%,4%,-2%
COc1ccc(OC)c(NC(=O)CC(NC(C)=O)c2ccccc2)c1 (configuration not stated),-9%,-5,-18%,-1%,20%,113%[activator],2%,-3%,2%
Cc1ccc(NC(=S)NCCc2ccccc2)nc1,-14%,-9,-7%,-12%,18%,9%,-10%,-15%,13%
O=C(N/N=C/c1ccccc1O)C1CC(=O)N(c2ccc(Cl)cc2)C1 (configuration not stated),2%,1,9%,4%,0%,17%,-1%,-14%,-3%
Cc1ccc(C(=O)CC2(O)C(=O)N(Cc3ccccc3)c3ccccc32)c(C)c1 (configuration not stated),3%,-1,-18%,·,1%,24%,-10%,?,-2%
CC(=O)Nc1ccc(NC(=O)COc2ccc([N+](=O)[O-])cc2)cc1,-6%,-11,-4%,12%,?,181%[activator],3%,-1%,-2%
Cc1nc(NC(=S)NC(=O)c2cccs2)sc1C(=O)N(C)C,-3%,2,-9%,-9%,?,-3%,2%,-22%,8%
CCc1ccc(NC(=O)Cc2csc(COc3cccc(C)c3)n2)cc1,-6%,0,-8%,·,2%,35%[activator],-3%,-12%,-2%
CSc1cccc(CN2CCC(CO)(Cc3cccc(C(F)(F)F)c3)CC2)c1,-13%,-3,-20%,0%,4%,49%[activator],0%,-20%,-11%
CNC(=O)CSc1nc(-c2ccccc2)c(-c2ccccc2)o1,-4%,1,-4%,-5%,?,10%,-3%,0%,-2%
CN1CCN(C(=O)c2cnn3c(C(F)(F)F)cc(-c4ccc5c(c4)OCO5)nc23)CC1,-18%,-1,-22%,-1%,-6%,17%,-11%,-16%,-4%
Cc1ccc(OCC(=O)OCC(=O)Nc2sccc2C(N)=O)cc1C,-24%,6&-2,?,0%,-20%[57.1 µM],-9%,-6%,?,-4%
CN(CCOc1ccccc1)CC(O)COCc1ccccc1F (configuration not stated),-2%,-9,-3%,11%,22%,16%,-2%,-9%,3%
CCOC(=O)c1ccc(S(=O)(=O)Nc2cc(C(C)(C)C)no2)cc1,-6%,-2,4%,-2%,1%,-6%,-3%,-18%,-2%
COC(=O)c1cc(-c2ccc(OC)cc2)nc2nc(SC)[nH]c(=O)c12,19%,4,-8%,28%,30%,42%[activator],-1%,17%,4%
O=C(Nc1ccccc1)Nc1nnc(Cc2ccc(F)cc2)s1,-1%,-10,-1%,-4%,8%,23%,-4%,-7%,-1%

# In a second layout: entries from further up.
O=C(CSc1n[nH]c(-c2cccnc2)n1)Nc1cccc(Cl)c1
  Pol kappa inh: -12%
  LDHA block: -7
  Pol eta inh: -22%
  APE1 inh: -3%
  POLB inh: 32%
  Pol iota inh: 17%
  BLM helicase inh: 0%
  Apoferritin bind: 4%
  GRP78 ERSR act: -2%

COc1ccc(OC)c(NC(=O)CC(NC(C)=O)c2ccccc2)c1 (configuration not stated)
  Pol kappa inh: -9%
  LDHA block: -5
  Pol eta inh: -18%
  APE1 inh: -1%
  POLB inh: 20%
  Pol iota inh: 113%[activator]
  BLM helicase inh: 2%
  Apoferritin bind: -3%
  GRP78 ERSR act: 2%

Cc1ccc(NC(=S)NCCc2ccccc2)nc1
  Pol kappa inh: -14%
  LDHA block: -9
  Pol eta inh: -7%
  APE1 inh: -12%
  POLB inh: 18%
  Pol iota inh: 9%
  BLM helicase inh: -10%
  Apoferritin bind: -15%
  GRP78 ERSR act: 13%

# The results go on:
# The line under a structure holds: Pol kappa inh | LDHA block | Pol eta inh | APE1 inh | POLB inh | Pol iota inh | BLM helicase inh | Apoferritin bind | GRP78 ERSR act
> O=C(CN1C(=O)COCC1=O)N1CCOCC1
 : -13% | 0 | 4% | 4% | ? | -4% | -2% | 1% | -3%
> CCOC(=O)N1CCC(NC(=O)C2CCCN(S(=O)(=O)c3cccnc3)C2)CC1 (configuration not stated)
 : -14% | -14 | 0% | -5% | 12% | 8% | 4% | -9% | -2%
> Nc1nc(Nc2ccccc2)nc2c1ncn2[C@@H]1O[C@@H](CO)[C@H](O)[C@H]1O
 : -6%[19.4 µM] | · | · | -11% | · | · | -4% | · | -2%
> CCn1cc(C(=O)NC(=S)Nc2sc3c(c2C(=O)OC)CCCCCC3)cn1
 : -1% | -2 | -11% | 6% | 2%[57.1 µM] | 1% | -3% | 2% | -2%
> COCCNC(=O)CN(C)S(=O)(=O)c1ccc(Br)cc1
 : 10% | -7 | -18% | 1% | 6% | 35%[activator] | 1% | -5% | -2%
> Cc1ccccc1NC(=O)c1sc(Cl)nc1C
 : -4% | -1 | -7% | -13% | -24% | 133%[activator] | 0% | 0% | -5%
> Cc1c(NC(=O)CSc2ncn[nH]2)c(=O)n(-c2ccccc2)n1C
 : 2% | -6 | 5% | 4% | 2% | -8% | 0% | 16% | -1%
> N#CC(=Cc1ccc(O)cc1)C(N)=C(C#N)C#N
 : -1% | -6 | -8% | 21% | · | 79%[activator] | · | · | -1%
> CCOC(=O)CCc1c(C)c2ccc3c(c2oc1=O)CN(CCCO)CO3
 : -12% | 3 | 2% | 69%[activator] | 13% | ? | -2% | 984%[activator] | -5%
> O=C(NCc1ccncc1)C(=O)Nc1nc(C23CC4CC(CC(C4)C2)C3)cs1
 : -6% | 3 | -22% | 1% | 23% | 0% | -3% | ? | -5%

# Of the compounds above, these have two or more sulfur atoms.
# The line under a structure holds: Pol kappa inh | LDHA block | Pol eta inh | APE1 inh | POLB inh | Pol iota inh | BLM helicase inh | Apoferritin bind | GRP78 ERSR act
> COc1ccc(CC(=O)NCC(c2cccs2)S(=O)(=O)c2ccc(F)c(C)c2)cc1 (configuration not stated)
 : -6%[60.1 µM] | 9 | -15% | · | 17% | 10% | -3% | 0% | 1%
> O=S(=O)(NCCc1csc(-c2cccnc2)n1)c1ccc(F)cc1
 : -4% | -4 | -9% | 38% | 1% | 30%[activator] | 0% | -10% | -3%
> Cc1nc(NC(=S)NC(=O)c2cccs2)sc1C(=O)N(C)C
 : -3% | 2 | -9% | -9% | ? | -3% | 2% | -22% | 8%
> CCn1cc(C(=O)NC(=S)Nc2sc3c(c2C(=O)OC)CCCCCC3)cn1
 : -1% | -2 | -11% | 6% | 2%[57.1 µM] | 1% | -3% | 2% | -2%

# Remaining list, next part:
# The line under a structure holds: Pol kappa inh | LDHA block | Pol eta inh | APE1 inh | POLB inh | Pol iota inh | BLM helicase inh | Apoferritin bind | GRP78 ERSR act
> CC(OC(=O)c1cccs1)C(=O)NCCc1ccccc1 (configuration not stated)
 : 0% | -11 | -14% | 52% | -1% | 65%[activator] | -3% | 1% | -2%
> COCC1=C(C(=O)OC)C(c2ccco2)n2ncnc2N1 (configuration not stated)
 : -12% | -3 | -19% | 20% | 8% | 5%[58.9 µM] | -2% | 1% | -4%
> CC1CCN(C(=O)CCc2nc3cc(S(=O)(=O)N(C)C)ccc3n2C)CC1
 : 1% | -9 | -21% | -4% | 13% | 22% | 1% | ? | -5%
> O=C(CCNC(=O)c1ccc(Br)cc1)NNC(=O)c1ccccc1O
 : -2% | 6 | -8% | 16% | · | 140%[activator] | · | · | -1%
> COc1cc(C(=O)OCCN2CCOCC2)ccc1O
 : -10% | -3 | 12% | 4% | 4% | 5% | 1% | -5% | 4%
> OC1(c2cccc(C(F)(F)F)c2)CCN(Cc2nnnn2Cc2ccccc2)CC1
 : 9% | 5 | -17% | 1% | 0% | 3% | -7% | -21% | -3%
> C=CCOCC/C=C1/c2ccccc2C(OC)C1C (configuration not stated)
 : · | · | · | ? | · | · | -1%[12.4 µM] | -6%[15.3 µM] | -4%
> CCOc1ccc2c(c1)nc(C)n2C
 : 4% | -7 | -10% | 16% | 20% | 6% | -4% | 11% | -2%
> C=C1C2CC[C@@]3(C)C(c4ccoc4)OC(=O)C[C@@]13OC1CC(OC(C)=O)C(C)(C)C(CC(=O)OC)[C@@]12C (some centres not stated)
 : ? | · | · | ? | · | · | -7% | 3% | -5%
